Source: PubChem (several laboratories)
Ecoli viability – counter-screen for AddAB inhibitors: E. coli growth inhibition; E. coli V3065 growth, OD600 absorbance, 18 h; inhibition, % at 11.9 µM; 0.27% of 330,000 active;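 active = inhibition above the campaign's mean inhibition across all tested compounds plus 3 SD, cut at about 9.9% in these data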;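 also: uninfected addAB+ strain grown without phage in ampicillin broth; 0% = DMSO wells and 100% = ciprofloxacin 0.95 µg/ml wells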
OPRM1-OPRD1 inv – inverse agonists of human mu-delta opioid receptor heterodimerization. P35372+P41143. cell-based MOR-DOR heterodimer luminescence, inverse agonism. inhibition, % at 9.3 µM. 0.21% of 340,000 active; in the data active = inhibition above about 22%, passing the limit was not always enough;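 also: 0% = cells with DMSO and 100% = wells without cells with DMSO; values of inactives mirror those of a sister screen read the other way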
phage Ecoli inh – E. coli growth loss with phage present; growth absorbance; inhibition, % at 11.9 µM; 0.26% of 360,000 active; AID 651602; in the data active = inhibition above about 11%
PfHsp90 set2 – growth inhibition of yeast expressing Plasmodium Hsp90; S. cerevisiae expressing PfHsp90, BacTiter-Glo ATP, 48 h; yeast lacking PDR1 and PDR3 efflux regulators; inhibition, % at 9.4 µM; 0.32% of 310,000 active;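 active = every replicate shows inhibition above about 80%, whatever the replicate mean, limit read from the data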;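 also: 0% = DMSO neutral controls and 100% = 20 µM radicicol positive controls; yeast relying on Plasmodium falciparum Hsp90 in place of its own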
Pemphigus Ab inh – inhibitors of pemphigus antibody binding to human desmoglein-3; 0.48% of 310,000 active; DSG3-coupled beads, scFv-anti-DSG3-GFP binding, flow cytometry; active compounds read low; binding (percent of control), % at 10 µM;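 active = binding more than 3 SD below its plate's average and above zero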;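 also: hits lower antibody fragment binding to DSG3; some compounds called inactive have numbers as strong as hits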
Target sequence (P32926 whole entry, looked up, the tested form may be a part): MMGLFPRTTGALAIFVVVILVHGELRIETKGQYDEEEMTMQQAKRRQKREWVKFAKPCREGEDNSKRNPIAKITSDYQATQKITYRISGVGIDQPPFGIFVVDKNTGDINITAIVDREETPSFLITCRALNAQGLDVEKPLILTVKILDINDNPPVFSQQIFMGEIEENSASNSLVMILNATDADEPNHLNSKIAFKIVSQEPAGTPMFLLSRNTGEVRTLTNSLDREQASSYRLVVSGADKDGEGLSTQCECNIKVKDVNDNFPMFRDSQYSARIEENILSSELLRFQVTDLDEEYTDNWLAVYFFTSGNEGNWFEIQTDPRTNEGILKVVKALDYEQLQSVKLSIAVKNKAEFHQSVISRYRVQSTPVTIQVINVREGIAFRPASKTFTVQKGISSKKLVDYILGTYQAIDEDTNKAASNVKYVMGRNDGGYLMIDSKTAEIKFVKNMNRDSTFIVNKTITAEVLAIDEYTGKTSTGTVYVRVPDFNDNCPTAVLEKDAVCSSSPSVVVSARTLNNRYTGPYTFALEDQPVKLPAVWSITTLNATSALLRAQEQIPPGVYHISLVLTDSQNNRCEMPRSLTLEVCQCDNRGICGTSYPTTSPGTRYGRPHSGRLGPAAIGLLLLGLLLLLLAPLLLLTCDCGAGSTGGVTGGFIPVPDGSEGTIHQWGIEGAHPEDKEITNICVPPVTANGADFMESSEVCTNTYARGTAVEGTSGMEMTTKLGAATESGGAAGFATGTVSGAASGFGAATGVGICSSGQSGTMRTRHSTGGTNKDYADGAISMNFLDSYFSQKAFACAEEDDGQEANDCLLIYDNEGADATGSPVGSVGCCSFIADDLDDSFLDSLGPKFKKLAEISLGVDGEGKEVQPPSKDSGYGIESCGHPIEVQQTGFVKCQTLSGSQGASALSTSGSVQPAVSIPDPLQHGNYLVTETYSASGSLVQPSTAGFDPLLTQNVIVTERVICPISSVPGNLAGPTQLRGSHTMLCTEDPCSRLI
AddAB inh – less growth of phage-infected E. coli with AddAB. E. coli expressing H. pylori AddAB, absorbance growth. inhibition, % at 11.9 µM. 0.29% of 330,000 active. AID 435030; in the data active = inhibition above about 12%;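 also: 0% = vehicle wells of infected cells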
MOR-DOR ag – agonists of human mu-delta opioid receptor heterodimerization. AID 504326. P35372+P41143. cells, OPRM1-OPRD1 heterodimerization, luminescence. activation, % at 9.3 µM. 0.3% of 340,000 active; in the data active = activation above about 18%;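 also: 0% = vehicle-treated cells and 100% = reference agonist; values of inactives mirror those of a sister screen read the other way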
Arr AP2 block – human beta-arrestin and AP2 interaction inhibition. FITC-arrestin peptide / GST-AP2 beads, flow cytometry; AP2 beta2 appendage carries R879A mutation. inhibition, % at 10 µM. 0.31% of 340,000 active. AID 504490;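 active = inhibition above a set limit, near 3 SD of compounds lacking own fluorescence, cut at about 54% in these data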;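 also: plate controls were DMSO wells for no effect and 5 µM unlabelled arrestin peptide for full effect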
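System: GST-AP2 R879A glutathione beads; medium: PBS, Tween 20 0.05%, BSA 0.1%; reagent: fluorescein-tagged arrestin peptide at 50 nM final; schedule: pre-incubation 12 min, peptide binding 1 h, room temperature; detection: flow cytometry, FL1 (488/535 nm); read-out: inhibition as reduced fluorescein signal on beads, percent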
PKA-R1A activ – PKA-R1A complex activation; PKA-R1A dissociation, Cy5-IP20 fluorescence polarization; scaled: DMSO 0%, 113 µM cGMP 100%; 0.083% of 340,000 active; P00514+P68181; activation, % at 11.4 µM;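 active = percent activation above the mean of all tested compounds plus 3 SD, cut at about 19% in these data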;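 also: higher means more PKAc released from R1A so a rise in polarization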
Tat transport – inhibitors of E. coli Tat protein transport; E. coli MC4100 TorA-mCherry Tat export, fluorescence; inhibition, % at 10 µM; 0.036% of 340,000 active;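 active = mean replicate inhibition at least 50% and at least half of replicates individually reaching 50%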;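 also: exported cargo escapes ClpAP degradation while cytoplasmic cargo is degraded and loses fluorescence; 0% = median of neutral control wells and 100% = median of NaSCN control wells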
SUMO Mot1 rescue – inhibitors of SUMOylation pathway: yeast Mot1-301 growth rescue; S. cerevisiae Mot1-301 growth rescue, ATP luminescence, 38.5C; percent above DMSO median, 100 means doubled; 1% of 320,000 active; AID 2716; growth rescue, % at 18.8 µM;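 active = every valid replicate shows activation above 250% relative to neutral control wells; inactive = the rest, any valid replicate at or below 250%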;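 also: OY570 slx delta 5 strain wells were the positive control but not used for scaling; some compounds called inactive have numbers as strong as hits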
The depositor's hits bear a star; · = no result given. Hits appear at their usual frequency; about 2.8% have a hit in one of these screens.

SMILES,Ecoli viability,OPRM1-OPRD1 inv,phage Ecoli inh,PfHsp90 set2,Pemphigus Ab inh,AddAB inh,MOR-DOR ag,Arr AP2 block,PKA-R1A activ,Tat transport,SUMO Mot1 rescue
CNc1cc(N2CCN(S(=O)(=O)N(C)C)CC2)ccc1[N+](=O)[O-],-0.6,-4,5.1,4,102,-0.3,0.7,-22,9,3,-12
COc1ccc(-c2cc(-c3ccc(Cl)cc3)c(C#N)c(SCC(=O)O)n2)cc1,-1.7,22,0.4,-22,125,-0.3,-4.4,-7,-1,3,19
CCOC(=O)c1c(-c2ccc(-c3ccccc3)cc2)csc1NC(=O)CNCCN(C)C,-3.4,-26,-2.7,5,123,-5.9,5.8,44,-1,13,-11
O=C(CCc1cn2ccccc2n1)NC1CCCc2c1cnn2-c1ccccc1F (stereo unspecified),-0.9,8,1.2,6,106,3.4,-1.5,8,-2,4,15
Cc1nc2ccccc2c2oc(C(=O)N3CCc4ccccc4C3)cc12,-0.7,10,5.3,-28,115,4.3,-1.9,3,-4,7,-3
CCN(C(=O)c1cc2ccccc2oc1=O)c1ccccc1,0.0,-3,3.8,-2,111,4.4,0.5,6,8,5,35
O=C(COC(=O)/C=C/c1ccc(Cl)cc1)Nc1cccc(S(=O)(=O)NC2=NCCCCC2)c1,1.2,-9,0.0,-5,114,0.2,2.2,10,2,0,-1
N#Cc1ccccc1COC(=O)c1cc(=O)c2ccccc2o1,-2.6,-6,2.0,-2,112,4.1,0.8,18,-4,-8,-10
NC(=O)CC(NC(=O)Cc1cccc2ccccc12)c1ccc(NCCOc2ccccc2)c([N+](=O)[O-])c1 (stereo unspecified),-1.3,15,-0.2,3,·,-2.1,-2.7,2,-4,-5,2
CCCCN(C(=O)c1ccc([N+](=O)[O-])o1)c1c(N)n(CC(C)C)c(=O)[nH]c1=O,0.3,-10,0.4,-63,109,2.6,1.9,-12,7,20,-3
COc1cccc(C(C)NC(=O)C2CCCO2)c1 (stereo unspecified),-0.2,8,0.6,13,103,4.3,-1.7,-16,1,3,-1
CCc1ccc(-c2cnc3ccccc3n2)cc1NC(=O)CNC(=O)c1ccccc1,1.6,14,2.0,-20,108,2.5,-2.8,-5,-6,-5,10
C/C(N)=C(/C#N)C(=O)COC(=O)CSc1ccccc1,0.6,-1,3.5,10,109,2.6,0.1,6,-1,-2,·
O=C(CCN1C(=O)[C@H]2CC=CC[C@H]2C1=O)NCc1nc(-c2ccc(Cl)cc2)no1,-0.1,14,2.2,-14,100,0.1,-2.7,5,12,-2,-7
Cc1cccnc1NC(=O)COc1ccc2c(c1)CCC2,-1.5,10,3.4,26,108,1.0,-1.7,16,-1,0,-13
O=C(CNS(=O)(=O)c1ccc(Cl)cc1)N/N=C/c1ccco1,0.5,-4,4.4,5,108,4.5,0.8,2,5,0,17
O=C(O)CSC1CC(=O)N(c2ccc(Cl)c(Cl)c2)C1=O (stereo unspecified),-0.1,2,2.5,13,·,3.2,-0.6,4,-1,-7,850
OCC(CBr)(CBr)CBr,1.6,7,3.2,54,102,2.2,-1.3,-5,-1,-10,-17
O=C(COc1cccc(Br)c1)N/N=C/C(=O)c1ccccc1,-0.8,-55,3.6,21,100,-0.2,11,16,-10,4,·
CCCn1c(N)c(C(=O)CN2CCN(S(=O)(=O)c3cccc(Cl)c3)CC2)c(=O)[nH]c1=O,0.5,9,0.1,22,·,1.5,-2.4,-16,-4,28,-19

Grouped by structure, the compounds so far containing a nitro group on carbon.
SMILES,Ecoli viability,OPRM1-OPRD1 inv,phage Ecoli inh,PfHsp90 set2,Pemphigus Ab inh,AddAB inh,MOR-DOR ag,Arr AP2 block,PKA-R1A activ,Tat transport,SUMO Mot1 rescue
CNc1cc(N2CCN(S(=O)(=O)N(C)C)CC2)ccc1[N+](=O)[O-],-0.6,-4,5.1,4,102,-0.3,0.7,-22,9,3,-12
NC(=O)CC(NC(=O)Cc1cccc2ccccc12)c1ccc(NCCOc2ccccc2)c([N+](=O)[O-])c1 (stereo unspecified),-1.3,15,-0.2,3,·,-2.1,-2.7,2,-4,-5,2
CCCCN(C(=O)c1ccc([N+](=O)[O-])o1)c1c(N)n(CC(C)C)c(=O)[nH]c1=O,0.3,-10,0.4,-63,109,2.6,1.9,-12,7,20,-3

New compounds follow:
SMILES,Ecoli viability,OPRM1-OPRD1 inv,phage Ecoli inh,PfHsp90 set2,Pemphigus Ab inh,AddAB inh,MOR-DOR ag,Arr AP2 block,PKA-R1A activ,Tat transport,SUMO Mot1 rescue
Cc1ccc(C(C(=O)NCC2CCCO2)N(Cc2ccccc2)C(=O)c2ccc(-c3ccccc3)[nH]2)o1 (stereo unspecified),-0.9,-17,4.0,3,98,2.4,3.4,8,0,2,6
COc1cc(NC(=O)CCn2c(=O)oc3ccccc32)cc(OC)c1OC,-2.0,0,2.5,-2,·,1.4,0.0,16,3,5,97
COc1ccc(S(=O)(=O)N2CCSC2c2ccc(N)cc2)cc1 (stereo unspecified),-1.9,7,1.7,-20,101,1.5,-1.2,-7,5,-1,48
CCNS(=O)(=O)c1ccc(NC(=O)Nc2cc(C)ccc2OC)cc1,-0.5,11,1.7,-7,102,3.0,-2.1,17,-14,2,199
CN(C)S(=O)(=O)c1ccc(N2CCN(S(=O)(=O)c3ccc(F)cc3)CC2)c(Cl)c1,0.3,-11,0.5,-37,98,-0.5,1.9,-12,-4,-8,197
CCC1CCCCN1C(=O)c1sc2ncnc(N(CC)CC)c2c1C (stereo unspecified),-0.8,-15,3.2,-4,104,0.3,2.2,-1,-1,5,1
CS(=O)(=O)N(CCC#N)Cc1ccco1,-4.8,12,4.4,-6,96,-0.8,-2.3,10,-11,0,0
Cc1ccc(S(=O)(=O)Nc2cccc(C(=O)NCC(C)(C)N3CCOCC3)c2)cc1F,0.1,0,2.6,3,100,-1.0,0.0,-8,-7,4,-10
O=C(CNC(=O)Cc1ccccc1)NCC(=O)N1CCN(C(c2ccccc2)c2ccccc2)CC1,-0.2,10,1.0,-5,110,-2.3,-1.9,31,4,5,5
O=C1CC(c2ccccc2)Cc2nc3ncnn3cc21 (stereo unspecified),-0.2,8,1.2,14,98,-0.5,-1.5,-9,-3,-5,-8
COc1ccc2nc(SCC(=O)Nc3ccccc3C#N)[nH]c2c1,1.9,17,1.5,-9,105,-0.3,-2.9,-56,-4,-4,251
CCn1c(SCC(=O)N2CCCC2)nc2ccccc21,1.6,-43,2.1,11,95,1.5,7.9,-4,-8,-6,·
O=c1c([N+](=O)[O-])cccn1Cc1cccc(Cl)c1,1.3,2,4.5,·,118,0.2,-0.4,21,5,-3,-4
Oc1ccccc1/C=N/NC(=S)NCCc1ccccc1,·,-23,2.4,-15,92,·,5.2,-3,3,2,0
CCOc1ccc(Nc2nc(N)nc(CN3CCN(c4ccccc4F)CC3)n2)cc1,-4.0,-2,-0.1,22,83,-4.8,0.3,13,0,-3,6
Cc1cc(S(=O)(=O)NC2CCCCC2)ccc1OCC(=O)NCc1ccccn1,-1.2,0,1.9,-6,118,1.9,0.0,5,-1,5,43
O=[N+]([O-])/C=C\c1ccc(N2CCCC2)c(F)c1,·,-26,·,106*,·,·,5.5,-2,0,-3,·
C/C(=C\C(=O)c1ccccc1)Nc1ccc(Br)c(Cl)c1,-1.1,-8,3.6,-14,99,0.2,1.5,2,6,3,·
CCn1c(C(C)NC(=O)c2ccccc2C)n[nH]c1=S (stereo unspecified),-1.1,7,1.7,11,97,4.0,-0.9,-8,3,4,-17
CCOC(=O)C1=C(C)Nc2nnnn2C1c1ccc(OC)c(Br)c1 (stereo unspecified),3.1,-2,2.9,-56,101,-1.6,0.3,-7,-1,-13,-11

Full records from above. Values in the order: Ecoli viability	OPRM1-OPRD1 inv	phage Ecoli inh	PfHsp90 set2	Pemphigus Ab inh	AddAB inh	MOR-DOR ag	Arr AP2 block	PKA-R1A activ	Tat transport	SUMO Mot1 rescue
Profile of `CS(=O)(=O)N(CCC#N)Cc1ccco1` : -4.8	12	4.4	-6	96	-0.8	-2.3	10	-11	0	0
Profile of `CCOC(=O)C1=C(C)Nc2nnnn2C1c1ccc(OC)c(Br)c1` (stereo unspecified) : 3.1	-2	2.9	-56	101	-1.6	0.3	-7	-1	-13	-11
Profile of `COc1cc(NC(=O)CCn2c(=O)oc3ccccc32)cc(OC)c1OC` : -2.0	0	2.5	-2	·	1.4	0.0	16	3	5	97

(list continues)
SMILES,Ecoli viability,OPRM1-OPRD1 inv,phage Ecoli inh,PfHsp90 set2,Pemphigus Ab inh,AddAB inh,MOR-DOR ag,Arr AP2 block,PKA-R1A activ,Tat transport,SUMO Mot1 rescue
CC(C)CCOc1ccc(C2(C)NC(=O)N(CN3CCOCC3)C2=O)cc1 (stereo unspecified),0.3,-2,·,-16,119,5.8,0.4,6,-2,9,1
O=C1CC(N2CCC(c3nc4ccccc4s3)CC2)C(=O)N1Cc1ccccc1 (stereo unspecified),0.1,-8,-0.2,7,94,-1.0,1.7,3,2,2,7
COc1ccc(-c2nc(=S)[nH][nH]2)cc1OC,2.9,0,5.3,-16,106,1.1,-0.1,-2,1,-3,-18
O=S(=O)(NCCc1csc(-c2cccnc2)n1)c1ccc(Cl)s1,-1.3,-8,1.4,2,115,0.8,1.3,-4,-9,1,-8
CCCCN(CC)CCCNC(=O)c1cc2c(-c3ccc(OC)c(OC)c3)nn(C)c2s1,0.2,10,2.3,18,122,-1.9,-2.2,-2,-10,0,-5
C/C(CC(=O)Nc1ccc(OCc2ccccc2)cc1)=N\NC(=O)C(=O)Nc1ccc(C)c(Cl)c1,-1.7,-5,1.1,-8,102,1.6,1.2,-5,-2,1,-12
COc1ccc(C(=O)NNC(=O)CCC(=O)NNC(=O)c2ccc(OC)cc2)cc1,-0.1,-3,2.7,17,·,1.0,0.5,4,-6,8,-6
CN(C)CC/C=C1/c2cc(F)ccc2CSc2ccc(F)cc21,-1.9,0,4.0,-1,117,2.4,0.0,-2,5,2,0
Cc1cc(NC(=O)CCC(=O)N(CC(=O)NCC2CCCO2)c2ccc(F)c(Cl)c2)no1 (stereo unspecified),-2.7,11,0.9,0,100,4.2,-1.8,23,0,2,12
Fc1ccc(CSc2ccc3nnc(-c4cccnc4)n3n2)cc1,-1.8,7,0.1,-23,·,5.4,-1.5,17,-5,4,158
CCN(CC)S(=O)(=O)c1ccc(C(=O)NNC2=NS(=O)(=O)c3ccccc32)cc1,-1.8,8,2.8,-15,102,0.1,-1.7,9,7,-4,2
CSc1cccc(NC(=S)N2CCC(N(C)C3CCCC3)CC2)c1,0.3,6,3.5,-23,101,-0.1,-1.1,-17,-7,-5,-6
O=C(COC(=O)CN1C(=O)NC2(CCCCC2)C1=O)Nc1cc(F)ccc1F,-1.3,10,2.2,-17,111,1.2,-2.4,-1,11,2,0
